Screening results from PubChem.
P. falciparum M1AAP – P. falciparum M1AAP inhibitors, biochemical, fluorogenic H-Leu-NHMec substrate, 1536-well (AID 1445). Aminopeptidase N (Plasmodium falciparum (isolate 3D7)). recombinant M1AAP, H-Leu-NHMec fluorogenic kinetic assay; higher % means a stronger effect. one-dose inhibition, % at 30 µM; IC50 in µM for titrated hits. 220,000 tested, 0.42% active;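 active means primary inhibition above the hit cutoff, then over 50% inhibition at one or more dose response concentrations, cut at about 23% in these data, passing the limit was not always enough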;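 further: plate controls were DMSO full reaction for no effect and no enzyme background for full effect; strong numbers were not always called active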
Lipid droplet – inhibitors of hepatocyte lipid droplet formation, primary screen, imaging, high-throughput imaging, BODIPY stain; 240,000 tested, 0.4% active; inhibition, % at 6.5 µM; AML12 mouse hepatocytes, oleate lipid droplets;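 active means lipid droplet intensity inhibited by at least 50%, with more than 500 cells counted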
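System: AML12 hepatocytes (mouse). Probe or stimulus: oleic acid at 100 µM to induce lipid droplet formation. Times: overnight treatment with compound plus oleate. Detection: Image-based BODIPY and DAPI two-channel analysis. Evaluation: percent inhibition of filter-corrected integrated lipid droplet intensity per well.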
PMI inhibition – human PMI inhibitors, high substrate, primary screen, biochemical, fluorescence intensity, high mannose 6-phosphate (AID 1220) | one-dose inhibition, % at 20 µM; IC50 in µM for titrated hits | Mannose-6-phosphate isomerase (Homo sapiens) | recombinant PMI enzyme, coupled fluorescence intensity; higher % means a stronger effect | 190,000 tested, 0.66% active
TNAP activators – human TNAP enzyme activators, primary screen, biochemical, luminescent, no phosphate acceptor, uHTS (AID 1001); Alkaline phosphatase, tissue-nonspecific isozyme (Homo sapiens); purified TNAP, luminescent activation assay, no phosphate acceptor; higher activation fold means a stronger effect; activation fold at 20 µM; hits with a dose series show EC50 in µM; 200,000 tested, 0.03% active; in the data active means activation fold from about 3, or a potency from the dose series; inactive means the rest, 99 in 100 with activation fold below about 1.6; further: many of its hits are not listed in these tables
WT yeast gro inh – growth inhibition of WT strain, primary screen, mitochondrial fusion inhibitor project, WT and mutant strains, chemical genetic. inhibition, % at 10 µM. mitochondrial fusion phenotypic screen. AID 1362, 2008. 190,000 tested, 2.1% active; in the data active means inhibition above about 58%; tested in S. cerevisiae
Myeloid diff 2 – induction of myeloid progenitor differentiation, primary screen, cell-based, flow cytometry, MLPCN library | calls only at 10 µM | ER-HoxA9 myeloid progenitors, lysozyme-GFP differentiation | AID 624256, 2012 | 360,000 tested, 1% active;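 active means normalized GFP-positive differentiation at or above the plate's own cutoff, the solvent-only control mean plus 3 SD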;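 further: cells exposed to compound for four days before flow analysis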
human PMI inhibition – inhibitors of human PMI, primary screen, biochemical, fluorescence intensity, coupled assay (AID 1209) | inhibition, % at 20 µM, or IC50 in µM where a hit was titrated | purified PMI enzyme, coupled fluorescence intensity; higher % means a stronger effect | Mannose-6-phosphate isomerase (Homo sapiens) | 190,000 tested, 0.42% active;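 further: plate controls were DMSO vehicle for no effect and wells lacking substrate for full effect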
UTI89 phage lysis – inhibition of K1F phage lysis, E. coli UTI89, bacterial capsule biogenesis inhibitors, alamar blue (AID 488966). 340,000 tested, 0.02% active. inhibition, % at 100 µM; hits with a dose series show IC50 in µM. E. coli UTI89 K1F phage lysis, alamar blue, 2 h; higher % means a stronger effect;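 active means phage lysis inhibition, versus mean bacterial control, above a set limit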;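 further: capsule biogenesis inhibitors block K1F phage lysis so surviving cells raise fluorescence; higher fluorescence means more inhibition of phage lysis; actives were called in the ten point dose series up to 300 µM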
ER stress rescue – rescue of cells from ER stress-induced death, primary screen, 384-well, CSM14.1, thapsigargin, ATP luminescence (AID 1222); CSM14.1 thapsigargin-induced death rescue, ATP luminescence; higher % means a stronger effect; 190,000 tested, under 10 active; cellular ATP content (survival), % at 20 µM, or EC50 in µM where a hit was titrated;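 active means EC50 below 50 µM in the dose-response confirmation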;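 further: death triggered by thapsigargin at about 15 µM added after 2 h compound pretreatment; cell ATP read after overnight thapsigargin exposure of roughly 18 to 22 hours; normalized against plate controls of thapsigargin alone and 5% DMSO vehicle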
WT yeast gro inh mutant strain – further read-out of WT yeast gro inh, marked with its call; inhibition, %; mitochondrial fusion phenotypic screen, mutant strain inhibition
Lipid droplet cells 6.5 µM – recorded beside Lipid droplet, whose call it bears; cell count; measured here: cell count, cytotoxicity flag;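 cells counted across two imaged fields per well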
Myeloid diff 2 GFP+ MAC1+ % – further read-out of Myeloid diff 2, marked with its call; GFP+ MAC1+ double positive, %; measured here: differentiation confirmed by MAC1 staining
* hit, by the source's call; i = inactive; / = no result given; [ ] = remark or other dose. Unless noted, no stated cut-off is given here; in the data, active means inhibition above about 50%; inactive means the rest.

Fields: P. falciparum M1AAP, Lipid droplet, Lipid droplet cells 6.5 µM, PMI inhibition, TNAP activators, WT yeast gro inh, WT yeast gro inh mutant strain, Myeloid diff 2, Myeloid diff 2 GFP+ MAC1+ %, human PMI inhibition, UTI89 phage lysis, ER stress rescue
Cn1cccc1C(=O)NC(=O)COC(=O)CC12CC3CC(CC(C3)C1)C2
  -3%, /, /, 9%, 1.1, 11, -2, i, 0.9, 7%, 0.2%, 0.1%
CCCCN1C(=O)C(O)(CC(=O)c2ccccc2OC)c2ccccc21 (stereo unspecified)
  5%, -8, 742, -6%, 1, -2, -9, i, 2.2, -4%, -7.7%, -2.5%
CC(=O)c1ccc(NC(=O)c2ccc(CNc3c(N4CCOCC4)c(=O)c3=O)cc2)cc1
  5%, -9, 682, /, /, /, /, i, 0.2, /, 0.1%, /
Cc1ccc(C(=O)N/C(=C/c2cn(-c3ccccc3)nc2-c2ccccc2)C(=O)O)cc1
  0%, 0, 705, -8%, 1.1, 12, 7, i, 0.6, -16%, -0.1%, -0.2%
Cc1c(CN2CCC(CO)(CCOc3ccccc3)CC2)[nH]c2ccc(Cl)cc12
  6%, 13, 750, 15%, 1, 95*, 93*, i, 0.3, 22%, -0.7%, -4.1%
CCN(CC)c1nc(C(N)=O)cc(-c2ccccc2)n1
  3%, /, /, 10%, 1, 4, 2, i, 0.6, 18%, 0.6%, -1.0%
CC(C)(O)C#Cc1ccc(C(=O)NCc2ccccc2F)cc1
  0%, 0, 725, 4%, 1.1, 0, -13, i, 0.7, 6%, 2.6%, 1.4%
COCC(=O)Nc1cccc2ccccc12
  -5%, 5, 745, -10%, 1, -2, -8, i, 0.3, -3%, 2.2%, -0.9%
COc1ccccc1NC(=O)c1ccc(NC(=O)COC(=O)C(C)C)cc1
  -8%, -11, 688, -10%, 1.1, -1, -10, i, 0.7, -10%, -3.6%, 3.1%
O=C(COC(=O)c1ccc(Cl)s1)c1ccc[nH]1
  3%, 27, 683, 16%, 1.1, -6, -10, i, 0.8, 6%, 0.0%, -0.4%
COc1ccc(-c2[nH]ncc2CN2CCCC(C(=O)c3cccc(OC)c3)C2)cc1 (stereo unspecified)
  5%, 17, 719, 6%, 1, -2, -2, i, 0.4, 2%, 0.0%, -1.7%
Cc1ccc(N2C(=O)CC(NNc3nc4ccccc4s3)C2=O)cc1C (stereo unspecified)
  -2%, -2, 626, 13%, 1.1, 5, 29, i, 0.0, 12%, 2.1%[50 µM], -3.7%
C=CCNC(=O)CC1Nc2c3ccccc3nc(=S)n2C1=O (stereo unspecified)
  9%, 18, 690, -7%, 1.1, -8, -22, i, 0.1, -8%, 1.0%, 2.6%
CCC(C)Sc1cc(C(F)(F)F)c(C(=O)Nc2ccc(Cl)cc2)cn1 (stereo unspecified)
  1%, -14, 757, /, /, /, /, i, 0.7, /, -1.0%, /
Cc1cc(C)cc(N(CC(=O)Nc2ccc(-c3nc4ccc(C)cc4s3)cc2)S(C)(=O)=O)c1
  2%, 46, 575, 10%, 1.1, 23, -1, i, 1.1, 20%, 1.2%, -2.4%
Cc1cc(C)n2nc(C(=O)N/N=C/c3cn(C)nc3C)nc2n1
  6%, -13, 758, /, /, /, /, i, 0.7, /, 0.3%, /
CCCCOc1ccc(C(=O)NC(=S)Nc2ccc(CN3CCOCC3)cc2)cc1
  4%, /, /, -4%, 1.1, 0, 28, i, 0.9, -1%, 0.3%, 1.7%
COC(=O)c1cccc(NS(C)(=O)=O)c1
  2%, -3, 733, /, /, /, /, i, 0.3, /, -0.1%, /
COc1ccc(/C(O)=C2/C(=O)C(=O)N(CCN3CCOCC3)C2c2ccccn2)cc1OC (stereo unspecified)
  3%, 6, 683, -38%, 1.1, 2, 1, i, 0.8, -48%, 0.5%, 0.6%
Cc1cc(OC(=O)C(C)(C)C)c([N+](=O)[O-])c(=O)[nH]1
  2%, 1, 722, -14%, 1.1, -6, -23, i, 0.5, -10%, 0.8%, -0.8%
CCOc1ccc(C(=O)/C=C/c2cc(OC)c(OC)c(OC)c2)cc1
  10%, -12, 682, -3%, 1.1, 13, 12, i, 0.6, -2%, -0.3%, -1.4%
CCCCc1ccc(NC(=S)NCc2cccs2)cc1
  1%, /, /, 10%, 1.2, 8, 7, i, 0.9, 6%, -0.4%, -1.1%
COc1ccc(S(=O)(=O)N2CCC(C(=O)NCc3ccccc3)CC2)cc1OC
  68µM*, -12, 674, -6%, 1.1, 3, 7, i, 0.0, 1%, -0.1%, -2.1%
CC1=CC(C)(C)n2c(O)c(N=N)c3c(C)c(C)cc1c32
  8%, 4, 732, /, /, /, /, i, 0.3, /, 0.2%, /
CN(C)S(=O)(=O)N(CC(=O)N1CCN(c2ccccc2F)CC1)c1ccccc1
  5%, -27, 675, 8%, 1.1, -9, -10, i, 0.3, 10%, -0.5%, -0.6%
Cc1nc(N2CCOCC2)nc(OCCN(C)C)c1[N+](=O)[O-]
  1%, 26, 675, 12%, 1.1, -12, 0, i, 0.0, 8%, 0.3%, -0.1%
COc1ccc(-c2csc(NC(=O)C3CC(=O)N(c4ccc5c(c4)OCCO5)C3)n2)cc1 (stereo unspecified)
  -3%, 15, 685, -2%, 1.1, 5, -14, i, 0.4, 6%, 4.6%, 1.0%
O=C(CC1C(=O)NCCN1C(=S)Nc1ccccc1)Nc1ccc2c(c1)OCCO2 (stereo unspecified)
  12%, /, /, 4%, 1.1, -8, 32, i, 0.6, 3%, 7.9%, -3.0%
O=C(NCC1CCCO1)C1CCN(C2CCN(C(=O)Cc3ccsc3)CC2)CC1 (stereo unspecified)
  -2%, 5, 730, 1%, 1.2, -3, -1, i, 0.0, 7%, 0.2%, 2.5%
CCOc1ccc(/C=N/N2C(=O)C(CC(=O)Nc3ccc(F)cc3F)SC2=NC)cc1OC (stereo unspecified)
  8%, /, /, 6%, 1.1, 1, -23, i, 0.2, 8%, -0.1%, -1.1%
Cn1c(Oc2ccc(Cl)cc2)c(C=O)c2ccccc21
  5%, /, /, 3%, 0.9, -4, -28, i, 0.5, -3%, 0.1%, -1.1%
COc1ccc(C(C)=O)cc1COC(=O)CNC(=O)c1cc(C)cc(C)c1
  -1%, 32, 658, -7%, 1.6, -1, -6, i, 0.2, 2%, -0.3%, 0.5%
CC(C)Nc1nc(Oc2ccc(=O)n(-c3ccccc3)n2)nc(N(C)C)n1
  -6%, 14, 741, /, /, /, /, i, 0.4, /, -0.3%, /
CCc1c(O)nc(N2CCN(Cc3ccccc3)CC2)[nH]c1=O
  -1%, 0, 783, -4%, 1, 6, -11, i, 1.6, 12%, -0.2%, 2.4%
CC(=N\O)/C(CN(C)C)=N/O
  5%, 5, 742, 12%, 1.1, 3, 35, i, 1.2, 18%, -1.7%, 1.2%
Cc1c([N+](=O)[O-])c2ccc(O)cc2n1-c1ccccc1
  7%, 1, 730, /, /, /, /, i, 0.1, /, 0.7%, /
N/C(=N\OC(=O)CC1CCCCC1)c1cccc([N+](=O)[O-])c1
  -4%, -16, 698, 14%, 1.1, 32, 33, i, 0.0, 6%, -0.1%, 9.9%
CN(C)C(=O)c1nc2ccc(Cl)cn2c1CNCc1cccc(OC(F)(F)F)c1
  -7%, -2, 740, /, /, /, /, i, 0.4, /, -0.1%[50 µM], /
CCCC(=O)c1c[nH]c(C(=O)NCc2cccnc2)c1
  3%, 5, 699, -14%, 1, 0, 9, i, 1.4, -13%, 0.4%, -2.3%
COc1ccc2nc(NC(=O)Cc3cccs3)sc2c1
  6%, -2, 798, 12%, 1, 22, 6, i, 0.6, 12%, -0.3%, 4.7%
O=C(NCC1CCCN(Cc2ccc3nonc3c2)C1)c1cccc(C(F)(F)F)c1 (stereo unspecified)
  2%, -4, 589, /, 1, 28, 11, i, 0.4, /, -2.4%, -2.4%
Cn1cc(S(=O)(=O)N2CCN(c3ccccc3)CC2)c(=O)n(C)c1=O
  0%, 0, 604, 21%, 1, -12, -18, i, 1.6, 16%, -1.1%, 1.1%
CCOC(=O)c1ccc(NC(=S)N(Cc2cccnc2)Cc2ccco2)cc1
  -2%, 0, 688, -17%, 0.9, -37, 13, i, 0.3, -7%, 0.1%, /
COc1cc(NC(=S)NC(=O)c2ccccc2C)ccc1NC(=O)c1cccs1
  15%, 9, 674, 18%, 1, 14, 19, i, 0.8, 19%, 0.4%, -0.1%
O=C(NNc1cccc(Cl)n1)Nc1ccccc1Cl
  -7%, /, /, -2%, 1.1, -45, 3, i, 0.7, -2%, 0.6%, -1.9%
COc1ccc(Cl)cc1N1C(=O)C2CCCN2C1c1cccc(F)c1 (stereo unspecified)
  -4%, /, /, 8%, 1.2, 7, 2, i, 2.7, 9%, 8.5%, -1.5%
CCCCNC(=S)NNC(=O)c1csc(CC)c1
  -13%, 2, 700, -11%, 2.8, 4, 7, i, 0.3, -12%, 0.3%, -2.4%
CCOc1ccc(NC(=O)CN2CC(c3ccccc3)CC2=O)cc1 (stereo unspecified)
  -3%, -13, 713, 11%, 1.1, 0, 15, i, 0.7, 9%, -2.6%, -1.1%
c1c2c(cc3sc(N4CCOCC4)nc13)OCCO2
  -3%, -49, 652, 3%, 1.1, 17, 25, i, 0.7, 3%, 1.2%, -5.4%
CC(=O)C1=C(O)C(=O)N(CCCn2ccnc2)C1c1ccc(C)cc1 (stereo unspecified)
  1%, /, /, -2%, 1, -11, -11, i, 7.1, 3%, 0.2%, 3.1%
CNC(=O)c1ccsc1NC(=O)c1ccc(S(=O)(=O)N2CCCc3ccccc32)cc1
  6%, -69, 750, 4%, 1.1, 52, 25, i, 5.5, 9%, -1.1%, 1.4%
Cc1ccc(CNC(=O)CNS(=O)(=O)c2cccc3nsnc23)cc1
  5%, /, /, 4%, 1.1, -11, -3, i, 1.3, -4%, 0.1%, -1.2%
Cc1cc(NC(=O)c2ccco2)ncc1NC(=O)Cc1ccccc1
  1%, /, /, 4%, 1, -13, 5, i, 0.0, -6%, -0.3%, -0.1%
Nc1c(NCCc2ccccc2)c2ccccc2oc1=O
  14%, 6, 687, /, 1.1, 4, 1, i, 0.1, /, 2.6%, 0.4%

Outcome played no part in choosing rows. About 4.6% of those tested had a hit in this group.
